RAD52 anneal inh: RAD52 DNA annealing inhibitors, primary screen, biochemical, FRET, single point, set 2; recombinant RAD52 DNA annealing, FRET fluorescence; inhibition, % at 18.7 µM; AID 651710, 2012; hit rate 0.46% among 360,000; DNA repair protein RAD52 homolog (Homo sapiens), P43351;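 active means every replicate showing at least 50% inhibition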
Target sequence (P43351 whole entry, looked up): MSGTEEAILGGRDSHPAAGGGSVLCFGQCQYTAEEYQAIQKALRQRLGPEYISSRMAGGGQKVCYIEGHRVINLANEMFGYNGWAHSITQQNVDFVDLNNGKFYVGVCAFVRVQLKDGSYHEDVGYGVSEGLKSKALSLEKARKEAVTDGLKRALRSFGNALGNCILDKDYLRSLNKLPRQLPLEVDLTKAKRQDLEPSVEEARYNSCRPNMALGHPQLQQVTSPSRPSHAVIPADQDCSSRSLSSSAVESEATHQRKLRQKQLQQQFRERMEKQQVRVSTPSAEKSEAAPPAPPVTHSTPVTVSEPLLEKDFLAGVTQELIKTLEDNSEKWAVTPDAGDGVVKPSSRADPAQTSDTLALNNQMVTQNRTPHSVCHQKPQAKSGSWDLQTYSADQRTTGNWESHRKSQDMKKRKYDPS
RAD54 inh: inhibitors of human RAD54 branch migration, primary screen, biochemical, fluorescence, single point; DNA repair and recombination protein RAD54-like (Homo sapiens), Q92698; RAD54 Holliday junction branch migration, FAM/BHQ fluorescence; inhibition, % at 10.4 µM; hit rate 0.14% among 360,000; AID 602329, 2012;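 active means mean normalized replicate activity at least 40 and at least half of replicates scoring 40 or more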;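 further: 0% = median of neutral control wells and 100% = median of positive control wells; inhibitors cause a drop in the FAM fluorescence signal; in these data hits start at about 50%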
S100A4 MyoIIA: inhibitors of S100A4-myosin IIA peptide binding, primary screen, biochemical, fluorescence polarization, TAMRA-MyoIIA peptide; Protein S100-A4 (Homo sapiens), P26447; inhibition, % at 10.7 µM; hit rate 0.14% among 360,000;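 active means mean inhibition of at least 70% across replicates, with every replicate also reaching that level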
Target sequence (P26447 whole entry, looked up): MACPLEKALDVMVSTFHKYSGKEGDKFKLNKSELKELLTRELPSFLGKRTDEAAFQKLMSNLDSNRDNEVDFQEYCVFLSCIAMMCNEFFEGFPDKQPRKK
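Compound dosing: one dose per compound; test system: human S100A4 monomer with TAMRA-labelled myosin IIA peptide; probe or stimulus: TAMRA-labelled myosin IIA heavy-chain peptide probe, 5 nM; medium: HEPES buffer with Ca2+, pH 7.2; schedule: 5 min incubation before reading; benchmarks: neutral control DMSO, positive control TFP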
EWS-Fli block: EWS/Fli-driven NR0B1 reporter inhibitors, primary screen, A673 cells, NR0B1 luciferase, luminescence, MLPCN library | inhibition, % at 12.6 µM | AID 651661, 2012 | viability-normalised | hit rate 0.67% among 350,000;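 active means mean inhibition of at least 50% after viability correction, with every replicate also passing that limit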;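 further: firefly luciferase signal divided by Alamar Blue viability fluorescence both relative to DMSO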
esBAF inh: Bmi1 luciferase reporter increase in mESCs, primary screen, esBAF inhibitor project, mouse ES cells, Bmi1 luciferase knock-in, single point | 24 h; 100% = twice the neutral-well signal | reporter increase, % at 12.5 µM | hit rate 2% among 350,000; in the data active means activation above about 40%;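 further: 0% = median of the plate's neutral control wells and 100% = double that signal; a rise in the Bmi1 reporter signal indicates esBAF inhibition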
FN deposition inh: inhibitors of fibronectin matrix deposition, primary screen, AH1F cells, Alexa488-fibronectin fluorescence, plate reader | AH1F fibroblasts, overnight | inhibition, % at 12.6 µM | hit rate 0.086% among 350,000 | AID 743247, 2014;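 active means mean inhibition across replicates of 30% or more, regardless of how many single replicates reach that level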;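 further: positive control wells lacked labelled fibronectin entirely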
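Material: AH1F fibroblast monolayer depositing Alexa488-labelled fibronectin into matrix / Amount: 10000 AH1F cells per well / Signal: fluorescence 485/525 nm / Medium: DMEM, 2% serum / Compound: single dose, pinned / Incubation: 1 h cell adhesion before compound, then overnight fibronectin incubation / Reagent: Alexa488-FN, 24 nM final / Read-out: inhibition of fibronectin deposition signal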
XiGFP reactiv: activators of inactive X chromosome reactivation, primary screen, imaging, XiGFP fibroblasts, GFP high-content imaging, set 2 | XiGFP mouse fibroblasts, % GFP-positive cells imaging, 3 d; cells co-treated with 5-aza-dC sensitizer; scaled so ellipticine positive control = 100% | hit rate 0.055% among 360,000 | activation, % at 7.58 µM | AID 743238, 2013;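 active means mean normalized replicate activation at least 10% and every replicate at or above 10%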;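 further: 0% = median of on-plate neutral control wells and 100% = ellipticine 6 µM median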
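Material: XiGFP fibroblasts, SV40-immortalized; Buffer or medium: DMEM containing 5-aza-dC; Compound dosing: single point; Times: 3 days compound exposure.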
E-sel inducer: E-selectin induction in HUVECs, primary screen, imaging, HUVEC, immunofluorescence imaging, single point; normalized: neutral wells 0, TNF-alpha wells 100; hit rate 0.37% among 260,000; AID 686992, 2013; activation, % at 7.58 µM; P16581;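 active means mean E-selectin-positive cell signal at least 10% of the positive control, reached in at least 60% of replicates, without over 20% cell loss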;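 further: in these data hits start at about 27%; measured in HUVEC primary endothelial cells; signal is the percent of cells scored E-selectin positive by PE staining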
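Test system – human umbilical vein endothelial cells (HUVEC), E-selectin induction · Input – 3,000 HUVEC seeded per well · Buffer or medium – EGM-2, gelatin · Compound dosing – single-point compound dose · Detection – immunofluorescence imaging · Measure – percent E-selectin-positive cells · Controls – TNF-alpha high, DMSO low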
Numbers without * were called inactive; x = not tested or not shown; & = joins results of further samples; ! = not active in a repeat.

SMILES	RAD52 anneal inh	RAD54 inh	S100A4 MyoIIA	EWS-Fli block	esBAF inh	FN deposition inh	XiGFP reactiv	E-sel inducer
COc1cccc(N2CCN(C(=O)CCNS(=O)(=O)c3ccc4c(c3)c(=O)n(C)c(=O)n4C)CC2)c1	-10	x	-2	1	x	-17	0.5	2.1
CC(=O)N1N=C(c2ccccc2OC(=O)/C=C/c2ccccc2)CC1c1ccccc1 (stereo not given)	-8	x	1	17	x	15	0.3	x
CCCN(C(=O)c1ccc(N2CCCC2=O)cc1)C1CCS(=O)(=O)C1 (stereo not given)	2	1	-2	-2	-3	3	0.0	-0.1
CN(C)c1nc(N(C)C)n(C(=O)c2cccs2)n1	-12	x	-14	11	x	-1	0.2	x
O=C(Nc1cccc(F)c1)N1C[C@@H]2N[C@H](C1)C2c1ccc(-c2ccccc2F)cc1 (stereo not given in full)	64*!	x	-3&-4	7&-8	x	7&9	0.7&0.1	0.1&-0.1
C[C@@H]1CN([C@H](C)CO)C(=O)c2cc(-c3ccccc3)cnc2O[C@H]1CN(C)C(=O)Cc1cccnc1	-4	-4	9	0	x	-3	-0.8	-0.3
CC(C)(C)[S@](=O)N1Cc2cc(C(=O)NCc3ccccc3F)nc(-c3cccc(-c4cncnc4)c3)c2[C@@H]1CCO	-49	-3	33	17	3	16	0.2	x
CCOC(=O)C1=CCN(S(=O)(=O)c2cccc(Cl)c2)C1c1ccccc1 (stereo not given)	-3	1	3	2	-3	11	0.0	-0.2
C=CCCCCCCCCC(=O)N1CCN(c2cc3c(cc2F)c(=O)c(C(=O)O)cn3CC)CC1	-7	2	3	24	2	1	-0.1	2.3
C[C@H]1CCCCO[C@@H](CN(C)C(=O)c2ccncc2)[C@@H](C)CN([C@@H](C)CO)C(=O)c2cc(NS(=O)(=O)c3ccc(Cl)cc3)ccc2O1	12	17	6	-3	-3	-1	0.3	-0.2
COc1ccc(NC(=O)Nc2cccc3c2O[C@H](CN(C)C(=O)Nc2ccc(C(F)(F)F)cc2)[C@@H](C)CN([C@H](C)CO)C3=O)cc1	23	4	-1	-8	6	x	-1.1	0.7
O=C(N/N=C/C(Br)=C/c1ccccc1)c1ccc([N+](=O)[O-])cc1	-4	9	-2	4	0	6	0.2	x
C[C@@H]1CC=C[C@H]2[C@H]1C(=O)N(Cc1ccccc1)[C@H]2c1ccc(-c2ccoc2)cc1F	-1	3	-3	12	5	-1	0.0	-0.7
COc1cccc(C(C2C(=O)CC(C)(C)CC2=O)C2C(=O)CC(C)(C)CC2=O)c1	-10	-6	0	12	-4	7	0.1	x
CCOC(=O)c1c(NC(=O)c2ccn(CC)n2)sc2c1CCC2	-40	-12	-5	-15	x	-5	0.3	x
Nc1ccc(-n2nc3ccccc3n2)cc1	-14	-4	-3	-4	x	-5	0.2	0.0
COc1ccc(NC(=O)CN(C)C(=O)/C=C/c2cn(-c3ccccc3)nc2-c2cccs2)cc1	-11	x	0	1	0	-1	0.0	3.9
Cc1noc(C)c1S(=O)(=O)Nc1ccc2c(c1)C(=O)N([C@H](C)CO)C[C@H](C)[C@@H](CN(C)C(=O)c1ccncc1)OCCCC[C@H](C)O2	9	4	-2	-8	1	x	-0.3	-0.3
O=C(CSc1nc(=O)n(CCCN2CCOCC2)c2c1CCC2)Nc1ccc(F)cc1	0	3	3	-1	-6	x	0.0	x
COC(=O)C1(C(=O)OC)C[C@H](/C=C/c2ccccc2)N(Cc2ccccc2OC)[C@@H]1c1ccccc1	-46	x	-1	-3	x	1	0.0	6.3

Exported with bars between the fields: 3 of the compounds above
SMILES | RAD52 anneal inh | RAD54 inh | S100A4 MyoIIA | EWS-Fli block | esBAF inh | FN deposition inh | XiGFP reactiv | E-sel inducer
CC(C)(C)[S@](=O)N1Cc2cc(C(=O)NCc3ccccc3F)nc(-c3cccc(-c4cncnc4)c3)c2[C@@H]1CCO | -49 | -3 | 33 | 17 | 3 | 16 | 0.2 | x
CCOC(=O)C1=CCN(S(=O)(=O)c2cccc(Cl)c2)C1c1ccccc1 (stereo not given) | -3 | 1 | 3 | 2 | -3 | 11 | 0.0 | -0.2
O=C(N/N=C/C(Br)=C/c1ccccc1)c1ccc([N+](=O)[O-])cc1 | -4 | 9 | -2 | 4 | 0 | 6 | 0.2 | x

A second format for 2 compounds above.
COc1ccc(NC(=O)Nc2cccc3c2O[C@H](CN(C)C(=O)Nc2ccc(C(F)(F)F)cc2)[C@@H](C)CN([C@H](C)CO)C3=O)cc1
- RAD52 anneal inh: 23
- RAD54 inh: 4
- S100A4 MyoIIA: -1
- EWS-Fli block: -8
- esBAF inh: 6
- FN deposition inh: x
- XiGFP reactiv: -1.1
- E-sel inducer: 0.7

COc1cccc(C(C2C(=O)CC(C)(C)CC2=O)C2C(=O)CC(C)(C)CC2=O)c1
- RAD52 anneal inh: -10
- RAD54 inh: -6
- S100A4 MyoIIA: 0
- EWS-Fli block: 12
- esBAF inh: -4
- FN deposition inh: 7
- XiGFP reactiv: 0.1
- E-sel inducer: x

More structures.
SMILES	RAD52 anneal inh	RAD54 inh	S100A4 MyoIIA	EWS-Fli block	esBAF inh	FN deposition inh	XiGFP reactiv	E-sel inducer
Cc1cc(NC(=O)c2ccc3c(c2)C(=O)N(Cc2ccccc2)C3=O)no1	-21	x	0	8	x	8	0.0	-0.2
C[C@@H]1CCCCO[C@@H](CN(C)C(=O)Nc2ccccc2)[C@@H](C)CN([C@H](C)CO)C(=O)c2cc(N(C)C)ccc2O1	12&-2&-37	4&1&2	2&8&-8	19&-4	-4&-3&-7	-6	0.2&0.2	-0.3&-0.2
COc1ccc(CN(C)C(=O)C23CC4CC(CC(Cl)(C4)C2)C3)c(OC)c1OC	-27	5	7	4	6	-16	0.0	x
O=C(C[C@H]1C[C@H]2c3cc(NS(=O)(=O)c4ccc(F)cc4)ccc3O[C@H]2[C@H](CO)O1)NCc1cccnc1	-10	1	-26	0	1	-7	0.1	0.3
O=C1CCCN1c1ccc(S(=O)(=O)N2CCCCC2)cc1[N+](=O)[O-]	-13	x	2	0	x	0	0.0	x
CC12CN3CC(C)(CN(C1)C3c1ccc([N+](=O)[O-])o1)C2 (stereo not given)	-15	-5	-11	4	2	-12	0.0	0.4
CN(Cc1ccccc1)C(=O)c1ccc(Cl)c([N+](=O)[O-])c1	-6	x	2	6	x	-1	0.0	x
Cc1cc(NC(=O)C2CC(=O)N(c3ccccc3C)C2)no1 (stereo not given)	-12	-1	-16	-2	-7	1	-0.1	0.0
O=C1Nc2cc3c(cc2C1=O)sc1ccccc13	6	0	0	16	x	-15	0.0	0.0
O=C(NC1CCCCCC1)c1cccnc1Sc1ccccc1	-2	x	-2	-7	x	4	0.1	-1.6
COc1ccc(CNC(=O)c2cc(C3CC3)nc3c2cnn3C(C)C)cc1OC	2	-4	-8	17	-3	9	0.0	0.0
COc1cccc(NC(=O)CN(C)C(=O)CCc2nc3sc4c(c3c(=O)[nH]2)CCCC4)c1	-42	-5	-4	-45	-6	-14	-0.1	-0.1
COc1ccccc1-c1ccc2c(c1)O[C@H](CN(C)S(=O)(=O)c1ccccc1)[C@@H](C)CN([C@@H](C)CO)S2(=O)=O	-6	-2	5	7	5	-3	0.0	-0.1
O=[N+]([O-])c1cccc(-c2nc(-c3ccccc3)no2)c1	-1	4	-2	-83	73*	x	0.0	x
COc1ccc(C(=O)N(Cc2ccccc2)c2cccc(C)c2)cc1S(=O)(=O)N1CCOCC1	8	-5	-1	1	-4	-3	0.0	x
CCCCCn1c(=O)[nH]c2cc(C(=O)N3CCN(c4ccc(F)cc4)CC3)ccc2c1=O	-3	13	-1	34	-1	10	0.0	0.6
C[C@H](CO)N1C[C@H](C)[C@H](CN(C)Cc2cccc(C(F)(F)F)c2)Oc2ncc(-c3ccc(F)cc3)cc2C1=O	0	x	5	16	x	6	0.2	0.5
O=C(c1cnccn1)N1C[C@H]2[C@@H](c3ccccc31)[C@@H](CO)N2CC1CCCC1	-21	-15	0	7	-5	-2	0.0	0.2
O=C(C[C@@H]1CC[C@H]2[C@@H](COC[C@@H](O)CN2Cc2cc(F)ccc2F)O1)NCc1ccc(Oc2ccccc2)cc1	16	1	-2	x	5	-4	0.3	-0.3
CCCOC1CCCN(C(=O)CCc2nnc(Cc3cccc(C)c3)o2)C1 (stereo not given)	1	x	0	-7	x	11	0.0	0.1
CN(C)CCCNC(=O)C[C@@H]1CC[C@@H](NC(=O)Cc2cccnc2)[C@@H](CO)O1	1	-4	11	-1	1	11	0.3	0.3
COc1ccc2c3c([nH]c2c1)[C@H](CO)N(C(=O)C1CCC1)CC31CN(C)C1	1	x	-3	-9	x	x	0.4	-0.3
O=C(NCc1ccccc1)C1CC(=O)N(c2ccc(OCC(=O)N3CCOCC3)cc2)C1 (stereo not given)	-14	-1	2	x	-4	3	0.2	x
CCC(=O)N/N=c1/sc2ccccc2n1C	-10	x	-2	6	x	-1	0.0	x
Nc1c(C(=O)c2ccccc2)oc2ccc(Br)cc12	x	2	x	x	72*	0	x	1.4
CC(=O)NC1C(OCc2ccccc2)OC2COC(c3ccccc3)OC2C1OCC(=O)O (stereo not given)	-3	2	-1	-3	3	-4	0.1	x
O=C1Cc2cc(NS(=O)(=O)c3ccc([N+](=O)[O-])cc3)cc3c2N1CCC3	-7	1	-7	7	-1	x	0.0	x
O=S(=O)(c1ccccc1)N1CCCc2nc(-c3ccc(F)cc3)ccc21	-17	x	18	-1	x	4	-0.1	-0.2
COc1ccc(/C=N/NC(=O)C(C)N(c2ccc(OC)cc2)S(C)(=O)=O)cc1 (stereo not given)	-7	x	-3	-16	x	12	-0.1	x
CC(=O)c1ccc(NC(=O)CSC(C)C)cc1	4	-1	-5	-36	34	x	x	x
CNC(=O)C[C@@H]1CC[C@H]2[C@@H](COc3ccc(NC(=O)c4cccc(F)c4)cc3C(=O)N2C)O1	-1&3	-7&-6	3&-3	-11&-6	3&2	-8	0.1	0.2
Cc1ccc(S(=O)(=O)Nc2ccc3c(c2)C(=O)N([C@@H](C)CO)C[C@@H](C)[C@@H](CN(C)C(=O)CCCN(C)C)OCCCC[C@@H](C)O3)cc1	43	5	11	2	-1	-1	0.4	x
CCCNC(=O)N1[C@H](C#N)[C@@H](c2ccc(-c3cccnc3)cc2)[C@H]1CO	3	4	5	-1	-1	-5	0.4	-0.6
COCC(=O)N1CC(=O)N2[C@H](CO)[C@H](c3ccc(C4=CCCC4)cc3)[C@@H]2C1	5	x	5	4	x	x	0.0	1.2
NC(=O)Cn1cc(/C=N\NS(=O)(=O)c2cccc([N+](=O)[O-])c2)c2ccccc21	-7	-4	43	2	-6	9	-0.1	0.0
CCCC(=O)Nc1ccc2c(c1)C(=O)N(C)[C@H]1CC[C@@H](CC(=O)Nc3cn(C)nc3C)O[C@H]1CO2	-9	2	-4	2	0	-25	0.1	0.0
O=C(c1cc(COc2ccc(-n3cncn3)cc2)on1)N1CCCC1	7	-1	-6	-14	9	2	-0.1	0.0

Screening results deposited in PubChem by Broad Institute.
